# Screens: PubChem, Southern Research Specialized Biocontainment Screening Center
# VEEV TC-83 Vero = inhibitors of VEEV TC-83 cytopathic effect, confirmation, Vero cells (AID 588727). 350,000 compounds, 0.13% hits. inhibition, % at 20 µM, or IC50 in µM where a hit was titrated. Vero cells, VEEV TC-83 cytopathic effect inhibition; higher % means a stronger effect; in the data active = a potency from the dose series; inconclusive = inhibition mostly from about 14% at the one dose, without a potency; inactive = the rest, 99 in 100 with inhibition below about 12%; also: strong numbers were not always called active
# H37Rv inhibition = M. tuberculosis growth inhibition, HTS (AID 449762); M. tuberculosis H37Rv growth inhibition, 7H9 media; higher % means a stronger effect; inhibition, % at 25 µM, or IC50 in µM where a hit was titrated; 330,000 compounds, 0.59% hits; in the data active = a potency from the dose series; inconclusive = inhibition above about 70% without an active follow-up result;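 also: bacterial growth assessed after seven days of incubation; strong numbers were not always called active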
# Salmonella PhoP GFP = PhoP regulon inhibitors, Salmonella typhi PhoP promoter GFP reporter, confirmatory (AID 1850) | Salmonella Typhi PhoP-promoter GFP reporter, fluorescence, 4 h; higher % means a stronger effect | inhibition, % at 50 µM, or IC50 in µM where a hit was titrated | 310,000 compounds, 0.33% hits; in the data active = a potency from the dose series; inconclusive = inhibition mostly from about 25% at the one dose, without a potency; inactive = the rest, 99 in 100 with inhibition below about 19%;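 also: 0% = induced wells with vehicle and 100% = uninduced wells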
# influenza NS1A = NS1A inhibition, H1N1 influenza, cell based functional assay (AID 504329). NS1A functional cell-based assay, percent inhibition; higher % means a stronger effect. inhibition, % at 12.5 µM; hits with a dose series show IC50 in µM. 340,000 compounds, 0.3% hits; in the data active = a potency from the dose series; inconclusive = inhibition above about 27% without an active follow-up result; also: strong numbers were not always called active
# M. tuberculosis = growth inhibition of non-replicating M. tuberculosis (AID 488890); 320,000 compounds, 0.39% hits; Mycobacterium tuberculosis non-replicating, growth inhibition; higher % means a stronger effect; inhibition, % at 25 µM; hits with a dose series show IC50 in µM; in the data active = a potency from the dose series; inconclusive = inhibition mostly from about 82% at the one dose, without a potency; inactive = the rest, 99 in 100 with inhibition below about 76%;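 also: plate controls were DMSO cells for no effect and high antibiotic wells for full effect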
# VEEV TC-83 Vero 10K pilot screen = recorded beside VEEV TC-83 Vero, whose call it bears; inhibition, %; measured here: 10K pilot screen inhibition
# Active calls of the source: *; i = inactive; ? = inconclusive; · = not tested or not shown; & = joins results of further samples.
SMILES,VEEV TC-83 Vero,H37Rv inhibition,Salmonella PhoP GFP,influenza NS1A,M. tuberculosis,others
CCCCNc1cc(C)nc(NCc2ccccc2)n1,i,39%,16%,2%,76%,
Cc1cc(C)n2nc(C(=O)OCC(=O)N3CCC3)nc2n1,1.5%,-2%,2%,5%,7%,
O=C(Nc1nc(-c2ccccc2)cs1)NC1CCCCC1,i,-1%,0%,-2%,4%,
Cc1ccc(CN2CCNC(=O)C2CC(=O)NC2CCCCCC2)o1 (stereo unspecified),i,-4%,-8%,5%,12%,
COc1ccc(S(=O)(=O)Nc2ccccc2C(F)(F)F)cc1,i,-9%,-16%,-3%,13%,
O=C1NC(=S)N(C2CC2)C(=O)/C1=C/c1ccc2c(c1)CCN2CCCCl,7.7%,0%,-8%,7%,37%,
C=CCc1ccccc1OCC(O)CN1CCN(c2ccc(OC)cc2)CC1 (stereo unspecified),0.3%,18%,-2%,12%,34%,
COc1ccc(NC(=O)c2cc3n(n2)C(C(F)(F)F)CC(c2ccco2)N3)cc1 (stereo unspecified),3.7%,3%,-10%,-5%,-2%,
N#CCCN(C(=O)Nc1ccc(Cl)cc1)c1ccccc1,0.3%,-2%,0%,-1%,-20%,
Cc1ccccc1N1CC(C(=O)Nc2nnc(SCc3ccccn3)s2)CC1=O (stereo unspecified),3.9%,-2%,-10%,0%,-3%,
Cc1sc2ncnc(SC(C)C#N)c2c1C (stereo unspecified),i,6%,9%,-9%,75%,
COc1ccccc1CNC(=O)Cn1nc(C(F)(F)F)cc1C,i,-2%,·,1%,25%,
COc1cccc(-c2cc(C(F)(F)F)n3nc(C(=O)Nc4c(C)n(C)n(-c5ccccc5)c4=O)cc3n2)c1,3.6%,6%,17%,-4%,13%,
COc1cc(NC(=O)CCCn2c(=O)oc3ccccc32)cc(OC)c1,0.1%,-2%,·,-16%,0%,
CN(C)CCCN(C(=O)c1ccc2c(c1)CCCC2)c1nc2ccc(Cl)cc2s1,i,?,84µM*,>100µM*,-9%,
CCOC(=O)c1ccc(NC(=O)c2nc[nH]c2C(=O)N[C@@H](CCCCNC(=O)OC(C)(C)C)C(=O)OC(C)(C)C)cc1,7.0%,3%,-14%,-3%,26%,
NC(=O)C(c1ccc(Br)cc1)c1ccc(C(=O)c2ccccc2)cc1 (stereo unspecified),i,1%,-1%,-10%,5%,
CCCCN=C1SC(C(=O)Nc2sc3c(c2C(=O)OC)CCC3)C(N)=C1C(=O)N1CCOCC1 (stereo unspecified),0.2%,0%,9%,-1%,-2%,
O=C(CCc1nnc(CCCCc2ccccc2)o1)NCCN1CCCCC1=O,0.7%,-3%,-3%,-4%,-10%,
CCOc1ccccc1N(CC(=O)Nc1ccc(S(=O)(=O)N2CCCC2)cc1)S(C)(=O)=O,7.5%,-8%,-9%,-5%,9%,
COc1cc(CC(NC(C)=O)C(=O)NC2CCN(c3nc(OC)nc(OC)n3)CC2)cc(OC)c1 (stereo unspecified),0.2%,4%,-23%,-13%,-10%,
O=C1COc2ccc(C(=O)COC(=O)CCSc3ccc(Cl)cc3)cc2N1,1.7%,-4%,-4%,-5%,1%,
Cc1cccc(C)c1NC(=S)NC(C)CCc1ccccc1 (stereo unspecified),i,8%,4%,14%,?,
CC(C)N(C(C)C)S(=O)(=O)c1ccc(NN)nc1,1.3%,10%,9%,20%,-8%,
COc1ccc(CCNC(=O)c2ccc(N3CCCCS3(=O)=O)cc2)cc1OC,i,2%,-35%,14%,15%,

# Five consecutive entries out of the list so far, for reference:
SMILES,VEEV TC-83 Vero,H37Rv inhibition,Salmonella PhoP GFP,influenza NS1A,M. tuberculosis,others
Cc1ccc(CN2CCNC(=O)C2CC(=O)NC2CCCCCC2)o1 (stereo unspecified),i,-4%,-8%,5%,12%,
COc1ccc(S(=O)(=O)Nc2ccccc2C(F)(F)F)cc1,i,-9%,-16%,-3%,13%,
O=C1NC(=S)N(C2CC2)C(=O)/C1=C/c1ccc2c(c1)CCN2CCCCl,7.7%,0%,-8%,7%,37%,
C=CCc1ccccc1OCC(O)CN1CCN(c2ccc(OC)cc2)CC1 (stereo unspecified),0.3%,18%,-2%,12%,34%,
COc1ccc(NC(=O)c2cc3n(n2)C(C(F)(F)F)CC(c2ccco2)N3)cc1 (stereo unspecified),3.7%,3%,-10%,-5%,-2%,

# Of the compounds above, these have a furan ring, fused or not:
SMILES,VEEV TC-83 Vero,H37Rv inhibition,Salmonella PhoP GFP,influenza NS1A,M. tuberculosis,others
Cc1ccc(CN2CCNC(=O)C2CC(=O)NC2CCCCCC2)o1 (stereo unspecified),i,-4%,-8%,5%,12%,
COc1ccc(NC(=O)c2cc3n(n2)C(C(F)(F)F)CC(c2ccco2)N3)cc1 (stereo unspecified),3.7%,3%,-10%,-5%,-2%,

# The listing picks up; the 3 compounds before the break are reprinted first.
SMILES,VEEV TC-83 Vero,H37Rv inhibition,Salmonella PhoP GFP,influenza NS1A,M. tuberculosis,others
Cc1cccc(C)c1NC(=S)NC(C)CCc1ccccc1 (stereo unspecified),i,8%,4%,14%,?,
CC(C)N(C(C)C)S(=O)(=O)c1ccc(NN)nc1,1.3%,10%,9%,20%,-8%,
COc1ccc(CCNC(=O)c2ccc(N3CCCCS3(=O)=O)cc2)cc1OC,i,2%,-35%,14%,15%,
Cc1c(Cl)cccc1N1C(=O)CC(NNC(=O)c2ccc3c(c2)OCO3)C1=O (stereo unspecified),0.1%,0%,·,-3%,20%,
CCOC(=O)C1CCN(C(=O)c2cc(C)n(C(C)(C)C)n2)CC1,0.1%,-12%,2%,-2%,7%,
CC(CN1CCCC1)OC(=O)C(c1ccccc1)c1ccccc1 (stereo unspecified),0.9%,-7%,-2%,-6%,11%,
CCC1C(C#N)=C(N)Oc2c1c(=O)oc1ccccc21 (stereo unspecified),i,8%,-11%,-5%,-12%,
O=C(COc1coc(CN2CCc3ccccc3C2)cc1=O)Nc1cccc(F)c1,4.1%,18%,2%,-1%,29%,
O=C(O)COc1ccc(/C=N/NC(=O)C(O)(c2ccccc2)c2ccccc2)cc1,1.1%,3%,-8%,-12%,1%,
Cc1ccc(S(=O)(=O)NCCC(=O)OCC(=O)NCCc2ccccc2)cc1C,1.9%,12%,-4%,-6%,15%,
COc1ccc(CCC(=O)NCCc2cnc[nH]2)cc1,0.8%,-9%,3%,-12%,-7%,
CCOC(=O)c1c(C)c(C(=O)Nc2ccc3c(c2)OCCO3)c(C)n1C,3.9%,-2%,-6%,-7%,-1%,
CC(C)c1ccc(/C=C/C(=O)n2nnc3ccccc32)cc1,2.3%,0%,1%,5%,?,
Clc1ccc(C=NNc2ccccn2)c(Cl)c1,0.2%,·,·,-1%,·,
COc1ccc(CC(NC(C)=O)C(=O)NC2CCN(c3nc(C)cc(C)c3C#N)CC2)cc1 (stereo unspecified),1.2%,-8%,-3%,3%,0%,
CCOC(=O)Cc1nn(Cc2ccc(Cl)cc2)c(=O)c2ccccc12,i,3%,-7%,-7%,20%,
Cc1cc(C(=O)NNC(=S)NCc2ccco2)n(C)n1,5.1%,-4%,-10%,-7%,-7%,
Cc1cc(C)c2cc(C)c3nnc(SCC(=O)NCc4ccc5c(c4)OCO5)n3c2c1,i,1%,-15%,-3%,26%,
CCOc1ccc(N2C(=O)CC(Sc3nc4ccc(OCC)cc4s3)C2=O)cc1 (stereo unspecified),22%,?,2%,-5%,28%,VEEV TC-83 Vero 10K pilot screen=2.8
COc1ccccc1C1SCCN1S(C)(=O)=O (stereo unspecified),6.6%,6%,-4%,5%,17%,VEEV TC-83 Vero 10K pilot screen=2.2
Clc1ccc2c(N3CCNCC3)ccnc2c1,i,-2%,2%,7%,-1%,
CC(=O)Oc1ccc2nc(-c3ccc(Br)o3)oc(=O)c2c1,i,5%,1%,0%,?,
C#CCOCCOCCOCCNc1nc(N2CCN(C(=O)C([C@@H](C)CC)n3cc(C(N)COC(=O)C(F)(F)F)nn3)CC2)nc(N2CCN(C(=O)[C@H](Cc3cc4ccccc4[nH]3)n3cc(C(N)CO)nn3)CC2)n1 (stereo partly specified),·,5%,-5%,·,35%,
CCOC(=O)C1=C(COC(=O)c2ccccc2OC)NC(=O)NC1C (stereo unspecified),9.4%,·,·,1%,·,
Nc1c(-c2ccccc2Cl)cnn1-c1cccc([N+](=O)[O-])c1,3.5%,-9%,5%,8%,21%,
COc1cc(C)nc(NC(=O)COc2ccc(Cl)cc2C)n1,0.2%,-2%,6%,2%,3%,
CC1OC2(C)OC(=N)C1(C#N)C(C#N)(C#N)C2c1ccccc1 (stereo unspecified),0.8%,-4%,-17%,0%,12%,
COc1ccc(C)cc1NC(=O)NCc1ccccn1,0.5%,-2%,-12%,-20%,-8%,

# Later entries.
SMILES,VEEV TC-83 Vero,H37Rv inhibition,Salmonella PhoP GFP,influenza NS1A,M. tuberculosis,others
O=C(CCc1nnc(Cc2c[nH]c3ccccc23)o1)NCC1CC12CCCCC2 (stereo unspecified),0.4%,-10%,-13%,-5%,3%,
CC(=O)c1ccc(S(=O)(=O)NCC2(N3CCOCC3)CCCCC2)cc1,0.7%,-2%,·,-9%,3%,
CC(C)=CC(=O)OCC(=O)NC(=O)NC(C)(C)C,0.8%,-6%,-7%,17%,-12%,
CCN(C(=O)CSc1nnc(-c2ccc(F)cc2)c2ccccc12)C1CCS(=O)(=O)C1 (stereo unspecified),1.2%,-2%,0%,-5%,15%,
COc1ccc2c3c([nH]c2c1)C1CC2C(CC(O)C(OC)C2CO)CN1CC3 (stereo unspecified),0.3%,-6%,1%,1%,4%,
O=C(NCCCn1ccnc1)c1cnn2c1NC(c1ccccc1)CC2C(F)(F)F (stereo unspecified),1.4%,-7%,6%,-10%,2%,
O=C(NCc1ccccc1)c1ccc2ccccc2n1,2.0%,2%,6%,-7%,59%,
CC(Cc1ccccc1)[n+]1cc(/N=C(\[O-])N(C)C)on1 (stereo unspecified),0.9%,-3%,-5%,2%,4%,
O=C(O)c1cccc(Nc2ncnc3ccc(Br)cc23)c1,1.4%,-7%,-7%,-16%,-1%,
Cc1ccc(NS(=O)(=O)c2c(F)cc(F)c(Cl)c2F)cc1S(=O)(=O)N1CCOCC1,3.1%,-4%,·,14%,12%,
COc1ccc(C)cc1Nc1nc(-c2ccccc2O)nc2ccccc12,2.5%,0%,13%,-7%,7%,
O=C(COC(=O)CC1CC2CCC1C2)NC(=O)NC1CCCC1 (stereo unspecified),0.6%,8%,-20%,-4%,30%,
CCn1c(=O)cc(OCC(=O)N2CCC3(CC2)OCCO3)c2ccccc21,4.7%,3%,7%,17%,11%,
CCN1CCN(C(=S)Nc2ccc(Cl)cc2)CC1,0.6%,-4%,3%,-2%,-6%,
O=C(O)CCNC1CCCCC1,i,-4%,0%,-13%,-16%,
CC(=O)c1ccc(S(=O)(=O)N2CCN(c3ccccc3F)CC2)cc1,i,-6%,0%,2%,16%,
O=C(Nc1ccc(Cl)cc1)N[C@@H]1c2c(ccc3ccccc23)OC[C@@H]1CO,0.5%,-5%,-1%,4%,-1%,
C#CCCC(=O)c1ccccc1/C=[N+](\[O-])c1ccccc1,1.9%,-2%,·,3%,41%,
COc1ccc2c(c1OC)C(=O)OC2C1c2c(cc3c(c2OC)OCO3)CCN1C (stereo unspecified),0.2%,-10%&-5%&-11%,6%&12%&-13%,-5%&-3%&4%,-9%&1%&1%,
CCOc1ccc(NC(=O)C(=O)NCCN2CCN(S(=O)(=O)c3ccccc3)CC2)cc1,1.5%,-2%,4%,-6%,-1%,
CC(=O)c1ccccc1NC(=O)COC(=O)c1cc[n+]([O-])cc1,1.1%,-6%,·,0%,-4%,
Cc1ccc(/C=N/NC(=O)c2cccc(S(=O)(=O)Nc3ccccc3Cl)c2)s1,0.5%,-3%,-7%,5%,-4%,
Cc1ccnc(-n2c(C)cc(/C=C3\C(=O)NC(=S)N(C)C3=O)c2C)c1,i,-14%,0%,-2%,i,
CCc1ccc(C(=O)CSc2n[nH]c(-c3ccncc3)n2)cc1,0.9%,-4%,-12%,-5%,?,
Cc1[nH]c2ccccc2c1SCC(=O)O,1.6%,-8%,2%,-19%,2%,
O=C(NCc1cc([N+](=O)[O-])ccc1O)c1cccc(NS(=O)(=O)c2ccccc2)c1,5.8%,-9%,-7%,4%,6%,
CCC(Oc1ccccc1)C(=O)Nc1ccccn1 (stereo unspecified),2.3%,-10%,3%,0%,37%,
Cc1[nH]n(-c2ccccc2)c(=O)c1/C=C1\C=NN=C1c1ccccc1,2.8%,1%,-8%,3%,8%,
COc1ccccc1N1CCN(C(c2cccs2)C(C)NC(=O)C(=O)N2CCCCC2)CC1 (stereo unspecified),i,3%,-17%,7%,-37%,
Nc1ccc(S(=O)(=O)NC2(C(F)(F)F)NC(=O)N(c3ccccc3F)C2=O)cc1 (stereo unspecified),0.9%,18%,7%,3%,-23%,
